Mdm2-MdmX inh: inhibitors of human Mdm2/MdmX interaction. inhibition, % at 8 µM. SaOS-2 split-luciferase Mdm2/MdmX complementation, luminescence. O15151+Q00987. 330,000 compounds, 3% hits;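 active = inhibition of at least 50% at 8 µM in the primary screen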
Target sequence (O15151 whole entry, looked up): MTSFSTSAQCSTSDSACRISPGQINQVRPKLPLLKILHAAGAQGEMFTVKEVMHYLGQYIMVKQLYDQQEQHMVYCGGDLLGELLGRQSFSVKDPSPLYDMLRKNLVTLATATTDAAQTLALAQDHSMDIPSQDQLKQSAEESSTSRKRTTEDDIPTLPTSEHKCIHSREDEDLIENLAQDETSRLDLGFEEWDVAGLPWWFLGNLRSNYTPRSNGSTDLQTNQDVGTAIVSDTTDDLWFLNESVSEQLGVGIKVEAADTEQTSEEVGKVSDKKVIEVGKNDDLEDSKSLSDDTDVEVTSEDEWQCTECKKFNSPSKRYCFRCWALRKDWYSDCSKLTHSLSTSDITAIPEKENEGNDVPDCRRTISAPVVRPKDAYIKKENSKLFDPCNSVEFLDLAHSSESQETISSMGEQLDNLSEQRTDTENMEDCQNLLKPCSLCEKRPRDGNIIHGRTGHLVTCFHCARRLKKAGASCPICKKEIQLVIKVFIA
Target sequence (Q00987 whole entry, looked up): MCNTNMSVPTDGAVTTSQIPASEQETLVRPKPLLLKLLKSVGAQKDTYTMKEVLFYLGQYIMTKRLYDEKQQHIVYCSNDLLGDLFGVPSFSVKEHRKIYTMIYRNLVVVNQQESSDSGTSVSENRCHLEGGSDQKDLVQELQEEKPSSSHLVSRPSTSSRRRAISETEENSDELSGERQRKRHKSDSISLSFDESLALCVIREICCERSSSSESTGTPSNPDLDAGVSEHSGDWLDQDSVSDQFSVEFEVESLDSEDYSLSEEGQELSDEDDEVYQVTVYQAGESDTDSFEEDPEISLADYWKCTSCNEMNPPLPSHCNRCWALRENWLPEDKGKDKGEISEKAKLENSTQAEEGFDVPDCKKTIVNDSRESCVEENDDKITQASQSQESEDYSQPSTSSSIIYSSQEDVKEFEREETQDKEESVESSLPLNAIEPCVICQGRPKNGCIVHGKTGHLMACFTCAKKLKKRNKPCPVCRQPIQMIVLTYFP
CHOP UPR activ: activators of apoptotic arm of unfolded protein response (CHOP). 330,000 compounds, 0.34% hits. activation, % at 10 µM. AID 449763. CHO-CHOP luciferase reporter, UPR activation, luminescence; percent of tunicamycin response over DMSO baseline;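 active = at 10 µM dose, activation of 40% or more, normalized to positive control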;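 note: 100% = tunicamycin at 10 µg/mL and 0% = DMSO alone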
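Assay system: CHO cells with stable CHOP pathway luciferase reporter; Buffer or medium: F12 plus 10% serum; Times: 16-18 h cell attachment, then 6 h compound exposure, 37 °C; Signal: luciferase luminescence; Read-out basis: percent activation relative to tunicamycin control; Control set: tunicamycin high control, DMSO low control.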
tim23-1 inh: tim23-1 yeast growth inhibition. S. cerevisiae tim23-1 growth, BacTiter-Glo luminescence, 24 h. inhibition, % at 20 µM. 330,000 compounds, 1.3% hits;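 active = growth inhibition of the mutant yeast at or above 50%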;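 note: temperature-sensitive mutant grown at 25 °C; plate controls were DMSO-treated mutant yeast for no effect and medium wells lacking yeast for full effect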
Jurkat NFkB inh: lowers PMA/ionomycin-induced NF-kB signal in Jurkat cells | PMA/ionomycin-induced NF-kB luciferase reporter, luminescence | inhibition, % at 4 µM | 330,000 compounds, 0.53% hits | AID 435003; in the data active = inhibition above about 50%
tim10-1 inh: growth inhibitors of tim10-1 mutant yeast. AID 463190. 330,000 compounds, 2.2% hits. inhibition, % at 20 µM. S. cerevisiae tim10-1 ts strain growth, BacTiter-Glo, 24 h;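 active = inhibition of at least 40%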;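 note: mutant grown at 25 °C; 0% = DMSO wells with yeast and 100% = wells holding no yeast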
TIM10 inh: inhibits growth of TIM10 yeast strain. S. cerevisiae TIM10 strain growth, BacTiter-Glo luminescence, 24 h. inhibition, % at 10 µM. 330,000 compounds, 1.4% hits;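 active = inhibition of 40% or more at the single tested concentration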;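 note: wild-type TIM10 isogenic control strain grown at permissive 25 °C; 0% = DMSO yeast wells and 100% = minimal medium wells without yeast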
UPR XBP1 act: adaptive UPR (XBP1) activation | CHO-XBP1 luciferase reporter, IRE1-XBP1 UPR activation, luminescence; percent of tunicamycin response, DMSO as zero | activation, % at 20 µM | 330,000 compounds, 0.33% hits;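 active = versus positive control, 20 µM dose yields 30% or more activation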;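 note: 100% = tunicamycin at 10 µg/mL and 0% = DMSO only wells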
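Material: CHO-XBP1 cells stably carrying IRE1-XBP1-driven luciferase reporter | Medium: F12 with 10% serum | Compound dosing: 20 µM single concentration, DMSO 1% | Incubation: Overnight seeding at 37 °C, 6 h compound treatment at 37 °C | Detection: Steady-Glo luminescence read | Read-out basis: % activation of reporter signal versus tunicamycin and DMSO controls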
697 NFkB inh: lowers PMA/ionomycin-induced NF-kB signal in 697 B cells; 330,000 compounds, 0.33% hits; AID 435022; 697 B-cell NF-kB luciferase reporter, 16 h; inhibition, % at 4 µM; in the data active = inhibition above about 35%
The depositor's hits bear a star.

SMILES	Mdm2-MdmX inh	CHOP UPR activ	tim23-1 inh	Jurkat NFkB inh	tim10-1 inh	TIM10 inh	UPR XBP1 act	697 NFkB inh
Cn1c(-c2ccccc2)c(C=O)c2ccccc21	19	0.5	32	-24	-23	0	8	-1
Cc1cc(-c2nnnn2-c2cc(Cl)cc(Cl)c2)no1	35	0.7	9	9	2	15	-2	-2
CCn1c(=O)cc(SCC(=O)Nc2ccc(Cl)cc2)c2ccccc21	31	1.4	-13	14	10	1	3	13
CCOC(=O)C1CCCCN1C(=O)CCc1c(C)nc2ncnn2c1C (stereo not drawn)	-15	-0.8	-6	2	12	-10	-4	17
Cc1cc(C)cc(NC(=O)c2ccc3nc[nH]c3c2)c1	11	1.0	10	-19	5	0	2	-25
CN(C)c1cccc(C(=O)NNC(=O)C23CC4CC(CC(C4)C2)C3)c1	4	5.0	15	-28	11	3	6	-6
COc1ccc(C(=O)O)cc1NS(=O)(=O)c1cccc2nsnc12	12	0.0	1	-6	0	-10	0	13
Cc1cccc(C)c1NC(=O)CNC(=O)CCNC(=O)c1ccco1	2	1.1	3	-11	19	4	-2	11
CCCCNC(=O)COc1ccccc1[N+](=O)[O-]	-12	3.4	4	-29	21	-4	1	-49
CC(=O)N1C(=O)N(C)C2C1N(C)C(=O)N2C(C)=O (stereo not drawn)	17	0.0	-2	1	-6	6	-5	17
C/C(CC(=O)Nc1ccc2c(c1)OCCO2)=N\NC(=O)COc1cccc(C)c1	16	-0.5	13	11	-17	5	-7	3
COc1ccc(C2CC(=O)C=C(NCC3CCCO3)C2)cc1 (stereo not drawn)	1	1.0	15	-9	4	0	0	1
CCc1nc2ccccc2c(C(=O)OCC(=O)Nc2ccc(S(=O)(=O)N3CCOCC3)cc2)c1C	23	-1.0	14	-12	11	-7	-2	-8
O=C(NC1CCCCC1)N1CCC(c2nc3ccc(Cl)cc3[nH]2)CC1	9	-1.8	14	0	34	9	2	-13
O=C1c2[nH]nc(-c3ccccc3O)c2C(c2ccc(F)cc2)N1Cc1ccco1 (stereo not drawn)	-28	1.2	32	-10	36	-3	4	-3
c1ccc2c(CN3CCSCC3)cccc2c1	-29	0.9	0	14	-24	-10	-5	-4
Cc1ccc(N(CC(=O)NCc2ccc(F)cc2)C(=O)c2ccco2)cc1C	15	-1.8	18	-9	8	-9	-3	-3
CCc1nnc(NC(=O)CSc2nnc(CNc3ccc(OC)cc3)n2C)s1	-2	-2.4	15	-2	16	-7	1	-1
Cc1ccc(S(=O)(=O)CC2CSc3nc(N)cc(=O)n32)cc1 (stereo not drawn)	0	-1.6	-3	2	7	2	-2	-40
Cc1sc2nc(SCC(=O)c3cc(C)n(CC4CCCO4)c3C)n(C(C)C)c(=O)c2c1C (stereo not drawn)	40	-1.2	-6	6	14	11	3	22
O=C(c1ccc2oc(CCCc3ccccc3)nc2c1)N1CCCCC1CO (stereo not drawn)	-46	8.8	17	-61	21	14	4	-61
CCOc1ccc(S(=O)(=O)NCCC(=O)Nc2cccc(C(=O)OC)c2)cc1	-25	0.0	6	11	-4	20	-3	3
CC(C)(C)c1cc[n+](CC(=O)Nc2cc(C(F)(F)F)ccc2N2CCOCC2)cc1	-2	0.4	15	-2	-1	-3	-3	17
Cc1ccc(C)c(/C=C2\N=C(c3ccccc3F)OC2=O)c1	0	-2.3	53*	-11	40*	46*	-8	9
COC(=O)c1ccc(NC(=O)C2CC(=O)N(c3cc(C)ccc3C)C2)cc1 (stereo not drawn)	11	-0.8	4	24	2	1	-2	8
CN(Cc1ccc(F)cc1)C(=O)COc1ccccc1-c1ccccc1	26	-0.5	14	2	16	-46	-3	-5
Cc1cc2oc(C(=O)Nc3ccc(S(=O)(=O)N4CCCC(C)C4)cc3)cc(=O)c2cc1Cl (stereo not drawn)	49	-0.6	-18	15	-8	-10	-2	-14
COc1cc(C(=O)OCC(=O)NCC2CCCO2)cc(OC)c1OC (stereo not drawn)	-15	0.5	14	11	11	5	-2	11
C/C(=N\NC(=O)C(C)Nc1cccc(Cl)c1)c1ccc([N+](=O)[O-])cc1 (stereo not drawn)	-6	3.5	24	14	4	16	-2	17
Cc1ccc(SCC(=O)OCC(=O)NCC2CCCCC2)cc1C	8	0.2	7	10	-12	3	-2	0
Cc1c(C(=O)OCCOc2ccccc2)[nH]c2c1C(=O)CCC2	-42	-3.0	24	-83	16	-1	-6	-331
CC(C)=CC(=O)OCC(=O)Nc1cc(C)ccc1C	16	0.0	-10	2	6	1	-1	6
C(=N\N1CCN(Cc2ccccc2)CC1)/c1ccc(-c2ccccc2)cc1	40	-2.2	22	-5	27	3	0	-1
Cc1noc(C)c1S(=O)(=O)Nc1ccc2c(c1)C(=O)N([C@H](C)CO)C[C@H](C)[C@@H](CN(C)C(=O)NC(C)C)O2	5	-1.0	14	-4	19	5	-3	0
O=C(COc1ccc(Br)cc1)N1CCN(c2ncccn2)CC1	-25	-0.6	14	-12	0	8	2	16
CCCN1CCc2c(sc3nc(SCC)n(-c4ccccc4)c(=O)c23)C1	21	1.1	0	11	-34	-37	-2	-15
CCn1c(SCC(=O)c2ccccc2)nnc1-c1ccoc1C	-8	6.9	22	-12	18	30	1	-19
COc1ccc(C2CC(c3c(-c4ccccc4)c4cc(Cl)ccc4[nH]c3=O)=NN2S(C)(=O)=O)cc1 (stereo not drawn)	24	-0.6	-20	16	-25	7	50*	4
COc1ccc(OCC(=O)NNC(=O)C(=O)Nc2cc(OC)ccc2OC)cc1	5	1.8	3	3	5	-2	-4	10
COc1ccc(/C=c2\sc3nc(=O)c(C)nn3c2=O)c(OC)c1	13	0.4	53*	2	31	8	-4	2
Cc1cccc2c(=O)cc(C)n(CC(=O)N3CCOCC3)c12	-69	-0.7	5	4	6	-5	-1	-24
Cc1ccc(C(=O)N/C(=C\c2ccc3c(c2)OCO3)C(=O)N2CCOCC2)cc1	6	0.9	19	1	16	1	-3	30
CC(C)OC(=O)c1ccc(NC(=O)c2ccco2)cc1	-98	6.5	19	-101	3	17	2	-84
CC(=O)c1ccc(NC(=O)C2(S(=O)(=O)c3ccccc3)CC2)cc1	8	-1.8	3	-3	1	-14	-1	9
CC1=NC(C(F)(F)F)(C(F)(F)F)C2=C(CC(C)(C)CC2=O)N1Cc1ccco1	12	0.7	-2	-9	-5	1	2	5
CCOC(=O)C1CCN(C(=O)c2ccc(NS(=O)(=O)c3ccc(F)cc3C)cc2)CC1	-1	0.8	7	-6	21	-13	0	11
NNC(=O)c1ccc(COc2ccc3ccccc3c2)o1	-2	4.5	33	-8	42*	4	-5	-134
NS(=O)(=O)c1ccc(CCNC(=O)C(=O)NCC2OCCN2S(=O)(=O)c2cc(F)ccc2F)cc1 (stereo not drawn)	20	-2.4	8	1	2	-12	-1	12
Cc1cc(NC(=O)C(C)SCC(=O)NCc2ccc(F)cc2)no1 (stereo not drawn)	-10	-0.7	-10	-6	-7	-9	-1	8
CCCCOc1ccc(N(CC(=O)NC2CCCCC2)C(=O)c2snc(C(N)=O)c2N)cc1	5	0.6	-1	10	-7	-24	-4	5
Cc1cc(OCC(=O)OCC(=O)NC2CCCCCC2)ccc1Cl	-16	1.6	7	-4	10	-3	-1	-1
O=C(NCc1nc2ccccc2[nH]1)c1cccs1	-2	1.0	-10	-19	-23	-4	0	-17
O=C(NCC(c1ccco1)N1CCCC1)c1cccc(S(=O)(=O)Nc2ccc(F)cc2)c1 (stereo not drawn)	14	3.0	-9	-12	-8	2	-5	-15
O=C(Nc1ccc(Cl)cc1F)c1ccc(COc2c(F)c(F)c(F)c(F)c2F)o1	-9	0.6	9	-1	7	5	-8	18
Cc1oc2ccc(O)cc2c1C(=O)c1ccc(Br)cc1	14	0.3	40	-11	11	-41	2	-20
CCNc1nc(Oc2c(Cl)cccc2Cl)cc(C(F)(F)F)n1	-22	-0.5	-12	2	5	-5	-1	-25
Cc1nn(CC(=O)NC(=O)NC2CCCCC2C)c(=O)c(C#N)c1C (stereo not drawn)	3	0.5	1	4	-7	-1	-1	-7
Cc1ccc(S(=O)(=O)N(CC(=O)Nc2cccc(C)c2C)C(=O)N2CCN(C)CC2)cc1	10	-2.1	7	1	13	7	0	12
CC(=O)c1ccc(OC(=O)N(c2ccccc2)c2ccccc2)cc1	10	0.4	39	-1	25	63*	2	9
COc1ccccc1-c1c(NC(=O)c2ccco2)n(-c2ccccc2)nc(C)c1=O	5	-0.7	-9	7	14	-15	3	3
Cc1ccc(SCC(=O)OCC(=O)NCCc2ccccc2)cc1	25	1.5	12	-5	4	8	-1	11
Cc1ccc(SCc2cc(=O)[nH]c(Nc3nc(C)c4ccc(C)cc4n3)n2)cc1	31	1.3	11	-7	16	-7	2	-6

Grouped by structure, those above with a furan ring, fused or not (11)
SMILES	Mdm2-MdmX inh	CHOP UPR activ	tim23-1 inh	Jurkat NFkB inh	tim10-1 inh	TIM10 inh	UPR XBP1 act	697 NFkB inh
Cc1cccc(C)c1NC(=O)CNC(=O)CCNC(=O)c1ccco1	2	1.1	3	-11	19	4	-2	11
O=C1c2[nH]nc(-c3ccccc3O)c2C(c2ccc(F)cc2)N1Cc1ccco1 (stereo not drawn)	-28	1.2	32	-10	36	-3	4	-3
Cc1ccc(N(CC(=O)NCc2ccc(F)cc2)C(=O)c2ccco2)cc1C	15	-1.8	18	-9	8	-9	-3	-3
CCn1c(SCC(=O)c2ccccc2)nnc1-c1ccoc1C	-8	6.9	22	-12	18	30	1	-19
CC(C)OC(=O)c1ccc(NC(=O)c2ccco2)cc1	-98	6.5	19	-101	3	17	2	-84
CC1=NC(C(F)(F)F)(C(F)(F)F)C2=C(CC(C)(C)CC2=O)N1Cc1ccco1	12	0.7	-2	-9	-5	1	2	5
NNC(=O)c1ccc(COc2ccc3ccccc3c2)o1	-2	4.5	33	-8	42*	4	-5	-134
O=C(NCC(c1ccco1)N1CCCC1)c1cccc(S(=O)(=O)Nc2ccc(F)cc2)c1 (stereo not drawn)	14	3.0	-9	-12	-8	2	-5	-15
O=C(Nc1ccc(Cl)cc1F)c1ccc(COc2c(F)c(F)c(F)c(F)c2F)o1	-9	0.6	9	-1	7	5	-8	18
Cc1oc2ccc(O)cc2c1C(=O)c1ccc(Br)cc1	14	0.3	40	-11	11	-41	2	-20
COc1ccccc1-c1c(NC(=O)c2ccco2)n(-c2ccccc2)nc(C)c1=O	5	-0.7	-9	7	14	-15	3	3

Not a hit list. About 6.6% of those tested had a hit in this group.
